PGC1a acetyl inh – lowers PGC1a acetylation signal in U2OS cells | 0.17% of 350,000 active | AlphaScreen anti-acetyl-lysine; with virally co-expressed GCN5 acetyltransferase | inhibition, % at 15.6 µM;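 active = every replicate shows inhibition of at least 40%; inconclusive = mean inhibition at least 40% but some replicate below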;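 also: 0% = neutral control wells and 100% = positive control wells; some results beyond the cut were filed as inactive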
FN deposition inh – fibronectin deposition inhibition | AH1F fibroblasts, Alexa488-fibronectin deposition fluorescence, overnight | 0.086% of 350,000 active | inhibition, % at 12.6 µM;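 active = mean inhibition across replicates of 30% or more, regardless of how many single replicates reach that level; inconclusive = mean under 30% yet at least half of replicates reach 30%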;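 also: positive control wells lacked labelled fibronectin entirely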
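Assay system: AH1F fibroblasts assembling fluorescent fibronectin matrix; Amount: 10000 AH1F cells per well; Buffer or medium: DMEM, 2% serum; Probe or stimulus: Alexa488-fibronectin, 24 nM final in well; Doses: single compound dose, delivered by pin transfer; Incubation: 1 h adhesion, overnight exposure; Measured by: fluorescence 485/525 nm; Read-out: fibronectin deposition inhibition.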
Cneo AK release – Cryptococcus neoformans lysis via adenylate kinase release. 0.2% of 360,000 active. AID 651654. lysis activity, % at 15 µM. C. neoformans lysis, adenylate kinase release luminescence, 4 h; normalised: neutral wells 0, clomiphene wells 100;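 active = mean lysis activity across replicates of at least 80%, whatever share of replicates individually reach that level; inactive = mean lysis activity below 80%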
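Material – Cryptococcus neoformans yeast cells · Quantity – 5 × 10^6 yeast cells/mL · Buffer or medium – YPD medium · Compound – single dose · Timing – 4 h static compound exposure, 37 °C, read 1 h post-reagent · Signal – adenylate kinase release luminescence · Read-out basis – lysis from increased AK signal · Benchmarks – Clomiphene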
PAX8 inh HTS – lowers PAX8-driven luciferase in RMG-I cells | RMG-I TPO-luciferase reporter, SteadyGlo, 24 h | inhibition, % at 12.6 µM | 1.2% of 360,000 active;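 active = mean replicate inhibition at least 60% with every replicate also reaching 60%; inconclusive = only one of the two criteria is met; inactive = mean below 60% and not all replicates reaching 60%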;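 also: luciferase light reporting Pax8 driven TPO promoter activity; plate controls were median of neutral control wells for no effect and mitoxantrone controls for full effect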
LGR2 antag – inhibitors of bursicon-induced Drosophila LGR2 receptor cAMP signaling. 0.35% of 380,000 active. HEK293 LGR2, CRE-luciferase, bursicon-stimulated, 4 h. inhibition, % at 9.99 µM;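 active = drop in luminescence signal, shown as inhibition above about 50% in the replicate tests, limit read from the data, passing the limit was not always enough; inconclusive = probably only some replicates passing the limit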;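 also: agonist challenge used bursicon conditioned medium at about half maximal strength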
miR122 inh – miR-122 inhibition in Huh7 cells | activation (reporter increase), % at 12.5 µM | 0.3% of 340,000 active | Huh7 miR-122 Renilla luciferase sensor, 48 h; neutral wells = 0, positive control = 100 | AID 602342;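 active = mean replicate activation score at least 90 and every replicate individually at or above 90; inconclusive = only one of the two criteria met; inactive = neither criterion met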;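 also: higher luciferase means less miR-122 activity so hits act as miR-122 inhibitors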
EWS-Fli inh – EWS/Fli transcriptional activity inhibition; A673 NR0B1-luciferase reporter, viability-normalised; inhibition, % at 12.6 µM; 0.67% of 350,000 active;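 active = mean inhibition of at least 50% after viability correction, with every replicate also passing that limit; inconclusive = mean reaches 50% but only one of two replicates passes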;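 also: firefly luciferase signal divided by Alamar Blue viability fluorescence both relative to DMSO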
Casp6 inh – caspase-6 (human) enzyme inhibition. purified caspase-6, Z-VEID-R110 cleavage fluorescence. 0.53% of 350,000 active. P55212. AID 686996. inhibition, % at 12.5 µM;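 active = mean inhibition across replicates at least about 35%, with every replicate also reaching that limit, limit read from the data; inconclusive = only one of the two criteria met; inactive = neither criterion met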;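 also: 0% = median of neutral control wells and 100% = no fluorescence left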
Target sequence (P55212 24-179 limits assumed): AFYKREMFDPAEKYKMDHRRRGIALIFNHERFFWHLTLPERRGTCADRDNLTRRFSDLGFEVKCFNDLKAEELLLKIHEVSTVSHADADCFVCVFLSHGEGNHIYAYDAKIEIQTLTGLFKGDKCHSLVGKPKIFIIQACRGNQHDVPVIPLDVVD
Target sequence (P55212 194-293 limits assumed): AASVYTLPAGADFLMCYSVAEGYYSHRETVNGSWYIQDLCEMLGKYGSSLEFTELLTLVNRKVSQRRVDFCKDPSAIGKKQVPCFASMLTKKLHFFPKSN
An asterisk follows results filed as active; ? = inconclusive; / = no result given; & = joins results of further samples; [ ] = remark or other dose. An unsorted share of the library (roughly 2.5% active in at least one column).

molecule,PGC1a acetyl inh,FN deposition inh,Cneo AK release,PAX8 inh HTS,LGR2 antag,miR122 inh,EWS-Fli inh,Casp6 inh
COc1ccc(S(=O)(=O)Nc2ccc3c(c2)CC(=O)N([C@@H](C)CO)C[C@H](C)[C@@H](CN(C)C)O3)cc1,-7.2,/,1.5,-1.8,-1.7,1.7[16.7 µM],-12.3,3.4
CC1CCC(=NNc2ccc(C(F)(F)F)cc2[N+](=O)[O-])CC1 (stereo unspecified),-4.9,5.5,-1.8,2.3,/,-1.6,9.9,1.0
COc1ccccc1/C=C1/C(=O)ON=C1C,5.1,4.8,-0.3,15.4,-10.9,-3.0,11.2,0.7
CCC(=NOCc1ccccc1)C(=O)NNS(=O)(=O)c1ccc(C)cc1,-6.7,/,-5.3,5.8,-10.3,17.9,9.8,2.6
COc1ccc(/C(O)=C2/C(=O)C(=O)N(c3ncccn3)C2c2ccc(OC)cc2)cc1 (stereo unspecified),/,1.0,/,-13.6,4.7,/,2.5,3.3
COc1cccc(N(CC(=O)N2CCN(Cc3ccccc3)CC2)S(C)(=O)=O)c1,?,/,0.1,-0.5,5.7,-6.2,2.3,0.4
CCOCc1nnc(NC(=O)C2c3ccccc3Oc3ccccc32)s1,/,/,9.6,7.7,-21.4,7.1,0.3,1.9
O=C(NC1CC(=O)N(c2cccc(F)c2)C1)N1CCN(C(=O)c2ccco2)CC1 (stereo unspecified),/,-2.6,/,11.0,-5.9,/,0.2,-4.6
CC(C)C#Cc1cnc2c(c1)C(=O)N([C@@H](C)CO)C[C@@H](C)[C@@H](CN(C)C(=O)c1ccccn1)O2,?,1.5,-6.9,/,8.2,-1.7[16.7 µM],-2.9,1.5
COC(=O)c1ccc(CNC(=O)CSc2nc3sc(C)c(C)c3c(=O)n2C)o1,3.0,/,2.4,/,1.4,/,10.1,/
COCc1n[nH]c(=S)n1-c1cccc2ccccc12,-11.1,6.4,1.3,/,/,-2.0,/,/
CC(=O)CCc1oc2ccc(C)cc2c1-c1ccccc1,7.1,5.2,5.6,7.1,0.2,6.9,0.8,2.9
COc1cccc(S(=O)(=O)N2CCN(C(=O)c3ccco3)CC2)c1,14.0,5.6,1.8,11.1,/,16.9,5.1,-0.3
Cc1cc(NC(NC(=O)c2ccco2)(C(F)(F)F)C(F)(F)F)no1,-15.2,7.6,8.1,-12.1,/,-0.9,/,/
O=c1o[nH]c(-c2ccccc2)c1-c1ccccc1,8.8,-12.0,-3.8,3.4,-9.1,-1.1,7.1,1.3
O=C(O)CSc1nnc(-c2ccc(Cl)cc2Cl)n1-c1ccccc1,8.2,-4.2,1.4,25.2,7.6,-6.0,9.0,-3.8
COC(=O)c1ccc(CSc2nnc(CNC(=O)c3ccc(OC)cc3)o2)o1,1.8,-1.2,3.1,17.7,/,5.3,/,/
Cc1nc2c(oc3ccc(Cl)cc32)c(=O)[nH]1,11.4,-3.6,-2.9,-23.4,-3.9,-3.7,-7.5,0.8
C[C@@H]1CN([C@@H](C)CO)S(=O)(=O)c2ccc(C3=CCCCC3)cc2O[C@H]1CN(C)C(=O)Cc1ccncc1,-1.9,-4.2,-3.9,7.6,1.6,-3.2[16.7 µM],12.3,0.0
NCCCC[C@H]1CN=C(N)N1CC1CCCCC1,-3.1,2.6,-1.0,-3.5,3.1,-3.6,-12.4,-12.0
Cc1nc2cc(C(=O)OCC(=O)N(CC(C)C)C3CCS(=O)(=O)C3)ccc2n1-c1ccccc1 (stereo unspecified),-7.6,0.5,-3.9,/,/,-2.7,/,/
COc1ccc(COC(=O)C2CCN(C(=O)c3ccc(Cl)cc3)CC2)cc1F,3.5,-3.5,-1.5,-2.5,/,6.6,0.5,1.2
COc1cccc(CN(C)C[C@H]2OCc3cnnn3CCCC(=O)N([C@H](C)CO)C[C@@H]2C)c1,3.8&0.9,9.9&-10.5,1.5&-0.6,-10.3&-0.4&5.3,10.1&-1.0,1.7,-9.8&7.4&0.6,-4.4&0.2
O=C(COC(=O)/C=C/c1cccc(F)c1)Nc1ncccn1,7.4,5.1,0.0,6.2,9.5,-1.7,2.7,3.8
C=CCn1c(C)nnc1SCC(=O)Nc1cc(S(=O)(=O)N2CCCC2)ccc1Cl,/,-3.6,-1.6,-9.0,-17.8,-1.6,0.5,-0.8
CCOC(=O)CC1(CC)Oc2ccccc2N1S(=O)(=O)c1ccc(C)cc1 (stereo unspecified),/,-4.5,/,10.3,9.9,/,4.8,1.4
C[C@H]1CCCCO[C@H](CN(C)CC2CCCCC2)[C@@H](C)CN([C@@H](C)CO)C(=O)c2cc(NC(=O)NC3CCCCC3)ccc2O1,-3.2,1.0,2.3,32.6,-0.9,-5.8[16.7 µM],-2.1,/
C[C@@H]1CN([C@H](C)CO)C(=O)c2cc(NC(=O)Nc3ccc(F)cc3)ccc2O[C@@H](C)CCCCO[C@H]1CN(C)C(=O)Nc1ccc(F)cc1,1.8,9.7,-2.6,85.5*,16.9,-10.7[16.7 µM],9.3,-1.5
O=CN(Cc1nc2ccccc2[nH]1)c1ccc(C(=O)O)cc1,2.7,0.1,2.3,-20.2,5.4,6.1,8.5,-2.8
O=C(NCCCCc1ccccc1)C1CC(c2ccccc2C(F)(F)F)=NO1 (stereo unspecified),-2.6,-1.2,-1.0,1.8,1.0,-4.2,-6.8,0.1
Cc1ccc(S(=O)(=O)N2CCN(Cc3ccccc3)CC2)cc1,/,-6.6,-0.9,-81.7,-1.4,1.0,18.1,0.9
CN(C)C1(CNC(=O)c2cccc(S(=O)(=O)NCc3ccccc3)c2)CCCCC1,-1.6,0.1,/,-9.0,18.5,/,-2.0,2.0
Clc1ccc(C2NCCc3sccc32)cc1 (stereo unspecified),/,-7.9,/,-2.1,-28.4,/,8.3,0.7
COc1ccc(CNC(=O)CSc2nccn(-c3ccc(F)c(F)c3)c2=O)cc1,-25.4,-15.6,-0.6,8.1,-3.8,/,-5.9,0.7
COc1cccc(NC(=O)N2C[C@@H](O)COC[C@@H]3O[C@@H](CC(=O)NCCCN4CCOCC4)CC[C@H]32)c1,2.2,7.0,-1.2,/,2.5,0.8[16.7 µM],/,/
C[C@H](CO)N1C[C@H](C)[C@H](CN(C)C(=O)Cc2ccccn2)Oc2ncc(-c3ccncc3)cc2C1=O,10.9,/,2.0,/,-21.0,0.5[16.7 µM],-12.2,0.4
COC(=O)c1c(-c2cccnc2)csc1NC(=O)c1cc(C)on1,-5.6,/,-0.9,/,-87.5,-1.3,-53.4,1.1
COCCn1cnc2c1c(=O)n(Cc1ccc(Br)cc1)c(=O)n2Cc1ccccc1,/,5.8,9.6,19.6,3.9,-2.8,-1.9,-0.5
O=C(c1cccc(NS(=O)(=O)c2ccc(Br)cc2)c1)N1CCCCC1,/,2.5,/,-0.6,29.3,/,7.4,-1.6
COc1ccc(-c2cc(C(=O)NC3CCCC3)c3ccccc3n2)cc1OC,/,2.8,1.4,-0.1,/,4.0,7.3,2.2
Cc1cc(C)cc(NC(=O)CN2CCc3cc4c(cc3C2C)OCCCO4)c1 (stereo unspecified),-3.5,2.8,-3.1,16.8,-6.2,/,14.2,0.9
COC(=O)c1cn(NC(=O)/C=C/c2ccc(OC)c(OC)c2)c(=O)c2ccccc12,9.0,3.2,7.2,-2.1,-17.5,0.4,/,/
CCN1[C@@H]2Cn3c(ccc(-c4ccccc4OC)c3=O)[C@H]1[C@@H](C(=O)N1CCOCC1)[C@@H]2CO,/,/,49.8,/,23.4,1.8[16.7 µM],-6.0,3.1
COc1ccc2oc(C)c(C(=O)Cn3ccnc3)c2c1,-48.6,/,-2.2,/,-11.4,17.9,/,/
Cc1ccc(NC(=O)c2cnccn2)c(Br)c1,7.7,6.1,1.7,-73.7,/,2.1,-35.2,0.0
O=c1cc(O)c2c(=O)n(-c3ccccc3)c3c(c2o1)CCCCC3,/,/,-0.1,14.7,-1.0,-2.3,/,/
Cc1nc(Sc2ccc(Br)cc2)c(C#N)c(C)c1[N+](=O)[O-],/,3.0,2.1,-13.8,26.2,0.7,11.0,-3.7
Cc1c(-c2ccc(Br)cc2)[n+](=O)c2c(n1[O-])CCCC2,-5.3,/,-2.6,11.8,6.2,-3.3,6.4,-0.2
CC1CCN(S(=O)(=O)c2ccc3[nH]c(=O)[nH]c3c2)CC1,/,4.2,-0.4,-10.4,-14.7,/,-10.3,-0.6
O=C(CC1C(=O)NCCN1C(=O)Nc1ccc(F)cc1)Nc1ccc(F)cc1 (stereo unspecified),-3.4,-1.4,-6.5,-4.1,/,1.5,-8.6,-1.2
COC(=O)[C@]12CCCCC=C1N(Cc1ccc3c(c1)OCO3)C(=O)[C@H](CC(=O)NCCc1ccccc1OC)C2,/,10.7,/,-11.3,5.9,/,4.2,0.9
CN(C)CCCNC(=O)[C@@H]1[C@@H](CO)[C@@H]2Cn3c(ccc(-c4cccc(F)c4)c3=O)[C@@H]2N1C,/,/,0.9,-20.6,-7.0,-1.4[16.7 µM],-3.1,-0.1
CCOC(=O)[C@@H]1[C@H]2COc3cc(OC)ccc3[C@@H]2N2C(=O)N(c3cccc(C)c3)C(=O)[C@]12C,-0.1,-1.0,0.8,8.1,1.3,-4.7,-5.7,-0.9
CNC(=O)c1cc2c(cn1)[nH]c1ccccc12,2.8,-1.4,-3.7,-60.7,1.8,6.5,-37.6,4.5
CN(Cc1cccs1)C(=O)c1cc(S(=O)(=O)N2CCOCC2)ccc1F,4.7,-13.4,2.2,2.5,5.4,-4.3,1.3,-2.8
CC1CCN(S(=O)(=O)c2ccc3c(c2)C(Cl)(Cl)C(=O)N3)CC1,3.6,12.5,1.8,-1.1,14.4,7.7,10.2,69.1*

Screening data (PubChem)
